MgcRacGAP inhibition: MgcRacGAP GTPase-activating activity inhibitors, confirmation, biochemical, ADP Hunter fluorescence. inhibition, % at 30 µM, or IC50 in µM where a hit was titrated. 340,000 compounds, 0.6% hits. AID 624330. MgcRacGAP-stimulated Rac1 GTP hydrolysis, ADP Hunter fluorescence; higher % means a stronger effect; GST-tagged Rac1 F28L mutant substrate;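 active = first-screen hits whose inhibition reached a set limit at any dose in the follow-up dose series; inconclusive = inhibition above the set first-screen limit but never retested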;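 also: fluorescence reports GDP produced by GAP-driven GTP hydrolysis; strong numbers were not always called active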
UTI89 phage lysis: protection from phage-mediated lysis, alamar blue read-out – E. coli UTI89, K1F phage, bacterial capsule biogenesis inhibitors (AID 488966); E. coli UTI89 K1F phage lysis, alamar blue, 2 h; higher % means a stronger effect; 340,000 compounds, 0.02% hits; one-dose inhibition, % at 100 µM; IC50 in µM for titrated hits;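 active = phage lysis inhibition, versus mean bacterial control, above a set limit; inconclusive = no clear call, values can overlap the other calls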;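 also: capsule biogenesis inhibitors block K1F phage lysis so surviving cells raise fluorescence; higher fluorescence means more inhibition of phage lysis; actives were called in the ten point dose series up to 300 µM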
Salmonella PhoP GFP: PhoP-dependent GFP reporter repression – Salmonella Typhimurium, primary screen (AID 1863). S. Typhimurium PhoP-regulated promoter GFP reporter, 4 h; higher % means a stronger effect. inhibition, % at 50 µM, or IC50 in µM where a hit was titrated. 300,000 compounds, 0.16% hits;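 active = inhibition over 29.93%, a cutoff 3 SD above the screen mean, later confirmed by dose response; inconclusive = inhibition over 29.93% but no dose response follow-up; inactive = inhibition at most 29.93% or unconfirmed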;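 also: 0% = low Mg2+ inducing control and 100% = high Mg2+ repressing control; strong numbers were not always called active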
West Nile virus CPE: inhibition of WNV-induced cytopathic effect – cell-based, CPE readout (AID 1621); 290,000 compounds, 0.02% hits; CPE inhibition, % at 10 µM, or IC50 in µM where a hit was titrated; West Nile virus-infected cells, CPE inhibition; higher % means a stronger effect; in the data active = a potency from the dose series; inconclusive = CPE inhibition mostly from about 3.7% at the one dose, without a potency; inactive = the rest, 99 in 100 with CPE inhibition below about 2.2%; also: strong numbers were not always called active
NTR1 ag: NTR1-driven beta-arrestin-GFP spot formation – imaging, U2OS cells, high content, primary screen (AID 493036) | agonist mode | activation, % at 20 µM | 330,000 compounds, 0.17% hits;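 active = activation at or above 40% of the spot to cytoplasm intensity ratio, with at least 20 cells analyzed; inconclusive = wells under 20 cells, flagged as cytotoxic or low count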;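 also: 0% = DMSO without peptide and 100% = 100 nM NTR1 peptide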
Target sequence (P30989 whole entry, looked up): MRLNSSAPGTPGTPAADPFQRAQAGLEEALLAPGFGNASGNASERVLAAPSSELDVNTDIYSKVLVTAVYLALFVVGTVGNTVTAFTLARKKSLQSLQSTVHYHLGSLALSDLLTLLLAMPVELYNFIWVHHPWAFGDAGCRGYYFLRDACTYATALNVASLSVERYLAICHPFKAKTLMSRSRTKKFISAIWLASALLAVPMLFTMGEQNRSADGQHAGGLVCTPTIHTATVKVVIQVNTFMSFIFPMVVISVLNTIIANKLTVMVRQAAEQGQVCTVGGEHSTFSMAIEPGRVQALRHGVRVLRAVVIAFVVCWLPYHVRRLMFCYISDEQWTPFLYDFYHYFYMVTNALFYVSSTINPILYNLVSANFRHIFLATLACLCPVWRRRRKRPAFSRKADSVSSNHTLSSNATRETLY
Large T inhibition: SV40 large T antigen inhibitors, biochemical (AID 1903); SV40 large T antigen ATPase/helicase inhibition assay; higher % means a stronger effect; inhibition, % at 20 µM, or IC50 in µM where a hit was titrated; 310,000 compounds, 0.39% hits; in the data active = a potency from the dose series; inconclusive = inhibition mostly from about 32% at the one dose, without a potency; inactive = the rest, 99 in 100 with inhibition below about 32%; also: strong numbers were not always called active
T cell HTS: T cell immune modulators affecting CD8 T cell-vesicle binding; calls only at 7 µM; 2C CD8+ T cell-vesicle binding, flow cytometry; active compounds read low; 330,000 compounds, 0.068% hits;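 active = response, share of CD8 T cells binding vesicles, and their 90th percentile fluorescence all below set limits, cut at about 80% in these data, passing the limit was not always enough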
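material = purified 2C TCR transgenic mouse naive CD8+ T cells | controls = Unloaded micro-vesicles (low), QL9 vesicles with 0.7% DMSO (high) | detection = cytometric PE anti-B7-1 and Alexa647 anti-CD8 signals after 1% paraformaldehyde fixation | incubation = binding step 1.5 h, 37 °C, antibody labelling 20 min, ice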
Dengue-2 NS5 capping: Dengue-2 NS5 methyltransferase inhibitors, primary screen, biochemical, confirmation dose response (AID 588689) | Dengue-2 NS5 methyltransferase capping enzyme assay, biochemical; higher % means a stronger effect | 340,000 compounds, 0.3% hits | inhibition, % at 25 µM; hits with a dose series show IC50 in µM; in the data active = a potency from the dose series; inconclusive = inhibition above about 29% without an active follow-up result
RSV CPE inhibition: inhibition of RSV-induced cytopathic effect – HEp-2 cells, primary 10 µM value included (AID 2391). HEp-2 cells, RSV-induced CPE inhibition; higher % means a stronger effect. CPE inhibition, % at 10 µM; hits with a dose series show IC50 in µM. 310,000 compounds, 0.13% hits; in the data active = a potency from the dose series; inconclusive = CPE inhibition mostly from about 23% at the one dose, without a potency; inactive = the rest, 99 in 100 with CPE inhibition below about 21%; also: strong numbers were not always called active
T cell HTS vesicle-bound %: further read-out of T cell HTS, marked with its call; double positive events, %; measured here: CD8+ vesicle-bound cell fraction;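 binding gate set so that unloaded-vesicle control wells show 10% double positive cells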
NTR1 ag cell count 20 µM: recorded beside NTR1 ag, whose call it bears; cell count; measured here: cell count, cytotoxicity flag
Dengue-2 NS5 capping pilot replicate: further read-out of Dengue-2 NS5 capping, marked with its call; inhibition, %; measured here: pilot screen replicate inhibition
An asterisk follows results filed as active; i = inactive; ? = inconclusive; / = not tested or not shown; [ ] = dose if it differs, or a comment. Not a hit list; any-hit rate near 1.5%.

SMILES	MgcRacGAP inhibition	UTI89 phage lysis	Salmonella PhoP GFP	West Nile virus CPE	NTR1 ag	NTR1 ag cell count 20 µM	Large T inhibition	T cell HTS	T cell HTS vesicle-bound %	Dengue-2 NS5 capping	RSV CPE inhibition	others
C/C(=N\NS(=O)(=O)c1ccccc1)c1ccc2c(c1)OCO2	3%	-0.4%	-10%	-0.8%	0.4	38	14%	i	62	-5%	-0.5%
CNS(=O)(=O)c1cn(CC(=O)NCc2ccc(N(C)C)cc2)cc1S(=O)(=O)NC	7%	0.2%	6%	0.1%	-1.1	85	18%	i	24	-2%	-0.5%
O=C(COc1ccccc1)N1CCN(C(=O)Cc2ccccc2)CC1	8%	-0.1%	-2%	0.6%	-1.0	53	6%	i	21	5%	0.8%
CC(=O)Nc1nc(CCN2C(=O)c3ccccc3C2=O)cs1	4%	0.6%	2%	1.0%	0.5	51	1%	i	41	-2%	-1.5%
Cc1ccc(/C=N/NC(=O)NC23CC4CC(CC(C4)C2)C3)o1	10%	-0.3%	/	/	3.0	59	19%	i	30	2%	14%
Cc1ccc(C(=O)NCCNC(=O)c2ccco2)cn1	7%	0.5%	-1%	-0.4%	-1.8	55	4%	i	21	2%	3.2%
Brc1ccc(-c2csc(N3CCc4ccccc4C3)n2)cc1	7%	1.0%	-1%	0.1%	2.2	45	8%	i	39	9%	5.0%
Cc1ccccc1C(=O)Nc1ccccn1	10%	0.4%	11%	0.3%	-0.7	79	1%	i	25	-3%	2.2%
O=C(Nc1ccccc1-c1ccccc1)c1cc(C(F)(F)F)cc(C(F)(F)F)c1	6%	0.0%	-2%	-0.5%	1.4	44	16%	i	50	1%	0.7%
Cc1cc2[nH]c(=O)c(=O)[nH]c2cc1S(=O)(=O)NCc1ccccc1	8%	0.5%	-7%	0.0%	-1.1	46	17%	i	36	4%	2.8%
COc1ccc(OCCC(=O)c2ccc(OC)cc2)cc1	11%	7.6%	-9%	-1.0%	0.8	42	1%	i	39	-10%	2.5%
CSc1cccc(NC(=O)Nc2nc3c(C)cccc3s2)c1	7%	-0.1%	-4%	-0.5%	6.7	69	10%	i	42	1%	21%
COc1ccc(NC(=O)c2cc(-c3ccco3)nc3ccccc23)cc1	-5%	-1.8%	/	/	0.0	49	10%	i	30	5%	1.9%
COc1ccc(CNc2cc(NCCCO)c([N+](=O)[O-])c3nonc23)cc1	-7%	-0.5%	11%	-1.7%	-0.3	96	10%	i	56	6%	0.8%
CC1Sc2ccc(C(=O)NCc3ccccc3Cl)cc2NC1=O (stereo not given)	-2%	0.4%[50 µM]	/	/	-1.7	61	/	i	50	4%	/
COc1ccc(NC(=O)c2ccco2)cn1	8%	-0.1%	1%	-0.1%	0.6	45	6%	i	22	?	-0.2%
c1ccc(CCSc2nccn2-c2ccccc2)cc1	8%	0.7%	-6%	-0.1%	0.8	46	2%	i	25	-11%	1.1%
COc1ccc(NS(=O)(=O)c2cc(NC(=O)c3cnccn3)ccc2N2CCCC2)cc1	6%	1.9%	21%	-1.3%	-0.6	67	-31%	i	33	0%	2.2%
CCn1cnc2cc(NCc3cccs3)ccc21	9%	0.3%	-3%	0.0%	1.5	63	20%	i	51	0%	-1.1%
COc1cccc(OC)c1C(=O)Nc1cccc(-c2ccc(N3CCOCC3)nn2)c1	4%	0.7%[50 µM]	8%	/	0.4	79	10%	i	40	-6%	3.4%
O=C(C1CC(=O)N(c2ccc3c(c2)OCCO3)C1)N1CCN(Cc2ccccc2F)CC1 (stereo not given)	-2%	1.2%[50 µM]	/	/	-1.4	71	/	i	36	-3%	4.4%
CCN(CC)c1ncnc2ccc(Br)cc12	9%	-0.1%	13%	0.9%	-0.3	106	5%	i	32	-14%	0.2%
C=C(C)Cn1c(-c2cccc([N+](=O)[O-])c2)n[nH]c1=S	16%	0.3%	-5%	0.6%	1.7	38	10%	i	55	-5%	1.0%
COc1cc(C(=O)NNC(=O)CSc2nnc3ccccn23)cc(OC)c1OC	2%	1.1%[50 µM]	/	/	8.8	54	/	i	24	5%	0.2%
O=C(Nc1cccnc1)c1ccc(Cl)c([N+](=O)[O-])c1	5%	-2.5%	1%	-0.8%	-0.2	112	9%	i	51	-6%	3.2%
CCSC(=Nc1ccccc1)C1=C(O)COC1=O	12%	3.4%	-22%	0.0%	1.1	61	14%	i	58	4%	0.8%
COc1ccc(C(=O)CN2C(=O)c3ccccc3C2=O)c(OC)c1C	0%	3.1%	-6%	0.6%	0.0	54	8%	i	32	-3%	0.1%
Cc1ccc(Cl)cc1NC(=O)CN1CCOCC1	-7%	-1.8%	/	/	1.1	42	11%	i	40	-4%	0.6%
CCOC(=O)N1CCN(C(=O)CSCc2nc(-c3ccccc3C)oc2C)CC1	3%	0.7%	-7%	-0.5%	0.6	74	10%	i	23	1%	1.2%
COc1ccc(/C(C)=N/NC(=O)c2sccc2-n2cccc2)cc1	0%	0.1%	4%	-0.2%	0.8	28	2%	i	38	-9%	0.8%
COc1ccc(C(C)(C)C)cc1NC(=O)c1ccc2c(c1)SC1=NS(=O)(=O)CCN12	4%	0.9%	1%	-0.2%	0.1	28	5%	i	44	-3%	-0.2%
CC1CCCN(C(C(=O)Nc2ccc3c(c2)OCCO3)c2ccccc2)C1 (stereo not given)	5%	3.7%	3%	-0.2%	-0.9	53	7%	i	40	-10%	1.1%
COc1ccccc1N1CCN(C(=O)C(Sc2ccccc2)c2ccccc2)CC1 (stereo not given)	12%	0.3%	-11%	0.2%	6.4	43	1%	i	21	1%	6.0%
O=C(COc1ccccc1-c1ccccc1)NNC(=O)NC1CCCCC1	2%	0.2%	3%	-0.7%	0.6	63	7%	i	7	-7%	16%
COc1ccc(-c2ccc(-c3nnn(CC(=O)N4CCOCC4)n3)cc2)cc1	9%	0.3%	4%	0.1%	0.3	86	13%	i	18	-3%	1.5%
Cc1cccc(C)c1OCC(=O)Nn1c(=O)[nH]c2ccccc2c1=O	6%	0.1%	-11%	-0.1%	-1.4	93	9%	i	56	-3%	0.5%
O=C(COc1coc(CN2CCc3ccccc32)cc1=O)NCCc1ccccc1	1%	0.9%[50 µM]	-5%	/	1.0	37	11%	i	47	-4%	0.1%
COC(=O)[C@]1(C)N[C@H](CN(C)C(=O)c2ccc(C)cc2)[C@@H]2C(=O)N(C)C(=O)[C@@H]21	6%	0.2%	/	/	3.1	48	/	i	12	-5%	/
O=C(Nc1ccc(F)cc1)C1=CC(=O)N2CCN=C2S1	/	/	-6%	0.6%	-1.0	90	17%	i	35	/	1.4%
O=C(COC(=O)Cc1ccccc1F)Nc1ccccc1[N+](=O)[O-]	3%	0.4%[50 µM]	/	/	12	47	/	i	31	-7%	0.7%
COc1ccccc1N1CCN(S(=O)(=O)CCNC(=O)c2cc(OC)c(OC)c(OC)c2)CC1	0%	0.1%	-10%	0.0%	2.6	62	23%	i	14	0%	0.9%
O=C(C[C@H]1C(=O)N(c2ccc(F)c(F)c2)C[C@@H]1Cc1ccccc1)Nc1ccccc1	11%	1.1%	1%	-1.0%	3.7	61	18%	i	21	-10%	3.4%
CC(=O)Nc1ccc2nc(NC(=O)c3ccc([N+](=O)[O-])o3)sc2c1	11%	0.4%	-4%	1.4%	4.9	56	1%	i	42	5%	3.9%	Dengue-2 NS5 capping pilot replicate=1.5
CC(C)(C)C(=O)Nc1ccnn1C1CCN(C(=O)c2cccc(Cl)c2)CC1	6%	0.2%	-4%	-0.8%	1.6	60	10%	i	29	1%	1.7%
CCCCn1c(N)c(N(CC(C)C)C(=O)COC(=O)Cc2cccc(OC)c2)c(=O)[nH]c1=O	6%	0.6%[50 µM]	4%	/	1.6	59	11%	i	57	-7%	-0.2%
O=C(Nc1c[nH]c(=O)[nH]c1=O)c1ccccc1Br	11%	0.9%	-8%	0.4%	-0.5	54	4%	i	34	-7%	12%
CCOC(=O)Cn1cnc2c(cnn2-c2ccc(OC)cc2)c1=O	3%	0.0%	-4%	-0.3%	-1.0	68	7%	i	53	3%	1.1%	Dengue-2 NS5 capping pilot replicate=-1.8
CC1CCC(=C(C#N)C(=O)Nc2cccc(Cl)c2)CC1 (stereo not given)	7%	-0.1%	-2%	-0.3%	-0.4	49	2%	i	34	-2%	21%
Cc1cccc(NC(=O)CSCC(=O)Nc2cc(S(=O)(=O)N3CCOCC3)ccc2OC(C)C)c1	10%	1.6%	-7%	/	1.1	74	3%	i	35	-3%	-2.3%
CCCn1c(C2CCCN2c2nc(-c3cccc(Br)c3)cs2)nc2cc(Cl)c(Cl)cc21 (stereo not given)	4%	1.7%	-10%	-0.8%	-1.4	77	24%	i	50	-4%	20%
CN1CCN(c2ccc(Cl)cc2NC(=O)C2COc3ccccc3O2)CC1 (stereo not given)	7%	1.0%	13%	-1.2%	0.1	76	8%	i	22	2%	-1.0%
O=C(COC(=O)CSc1ccc(F)cc1)NCCCc1ccccc1	3%	0.7%[50 µM]	-1%	/	-1.2	53	14%	i	25	-4%	-0.8%
C=CCn1c(SCC(=O)Nc2ccc(N3CCOCC3)cc2)nnc1-c1ccncc1	8%	0.2%	-7%	0.1%	-1.1	39	6%	i	15	-9%	0.6%
O=C(NCC(=O)N1CCCC1)c1ccc(Cl)cc1	5%	0.6%	0%	-1.1%	-0.4	52	7%	i	66	-4%	0.2%
Cc1c(NC(=O)CN2C(=O)C(=O)c3ccccc32)c(=O)n(-c2ccccc2)n1C	-3%	1.5%	0%	0.5%	-1.3	62	24%	i	17	-1%	1.2%
O=C(OCc1nc2ccccc2[n+]([O-])c1C(=O)c1ccccc1)c1ccco1	14%	-0.4%	2%	0.4%	2.4	50	19%	i	23	5%	-0.1%

Screens as filed in PubChem.
